# Pf Dd2 inh: blocks in vitro growth of P. falciparum Dd2. P. falciparum Dd2 growth, SYBR Green, 72 h. Potency, µM (top dose mostly 28.9 µM), for the others: top-dose activity, negative = inhibition, usual class: inhibitors. actives 4.3% (n = 120,000). AID 1347417; active = well fitted inhibition curve with a large enough effect; inconclusive = small, poorly fitted or top-dose-only effect; inactive = no such curve, though single readings can be large or run the other way;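 note: plate controls were DMSO vehicle for no effect and reference drug for full effect; nearly all actives have a fitted effect of over 65% in size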
#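 Readout: SYBR Green fluorescence, 485 nm excitation, 535 nm emission, after ~16 h lysis at 37C. Before that, Dd2-infected red cells (2.5% hematocrit) grew 72 h with compound, 29 uM top final concentration.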
# * marks the source's active call; other numbers are inactive results; i = inactive; u = inconclusive; & = joins results of further samples; ! = repeats disagree; [ ] = dose if it differs, or a comment. Potency is the fitted concentration of half-maximal effect. This is a subset, so the mix of outcomes need not match the whole.
SMILES | Pf Dd2 inh
CN(C)CCNC(=O)C(=O)NCC(c1ccc2c(c1)OCO2)N1CCOCC1 (configuration not stated) | 16.9%
COc1ccc(N2CCN(c3oc(/C=C/c4cc(OC)c(OC)c(OC)c4)nc3C#N)CC2)cc1 | u
O=C1NCCN(Cc2cccc(Oc3ccccc3)c2)C1CC(=O)N1CCCOCC1 (configuration not stated) | -6.8%
Cc1c(C(=O)OC2CCCCCC2)[nH]c2c1C(=O)CC(c1ccccc1)C2 (configuration not stated) | u
Cc1noc(C)c1CC(=O)N1Cc2ccccc2OC2(CCN(C(=O)NC(C)C)CC2)C1 | -9.1%
COc1ccc(Nc2cnc3ccc(N4CCOCC4)nn23)cn1 | i
O=C1Cc2cc(S(=O)(=O)N3CCN(c4cccc(Cl)c4)CC3)ccc2N1 | u
CC(=O)N1CCN(c2nc(-c3c(C)noc3C)cc3c2cc(-c2ccccc2)n3C)CC1 | u
CN(CC(=O)N1CCC(CCOc2ccccc2F)C1)S(=O)(=O)c1ccc2c(c1)oc(=O)n2C (configuration not stated) | -22.1%
Cc1noc(C)c1CN1CCCC(COc2ccccc2C(=O)N2CCOCC2)C1 (configuration not stated) | -1.8%

SMILES | Pf Dd2 inh
CC(C)C(=O)N1CCN(C(=O)N2CC3CC(C2)[C@H]2CCCC(=O)N2C3)CC1 (some centres not stated) | 0.6%
COC[C@H]1CCCN1[C@@H]1[C@H](O)[C@H](CO)O[C@@H]1CNC(=O)Nc1ccccc1 | 1.9%[44.1 µM]
O=C(CCc1nc2ccccc2s1)NCC1CCCCC(=O)N1 (configuration not stated) | 24.3%
O=C(c1ccncc1)N1CC2CCC(C1)N2CC1CCCC1 | -7.7%[44.1 µM]
CCOc1ccc(N(CC(=O)Nc2ccc(OC)cc2)S(=O)(=O)c2ccc(Cl)cc2)cc1 | 21.9%
OCC1CN(Cc2ccoc2)CCC12CCN(Cc1cccc(O)c1)CC2 (configuration not stated) | 7.4%
Cc1cc(C(=O)NCC2(COc3ccc(C(F)(F)F)cn3)C[C@@H](O)[C@@H](O)C2)n(C)n1 (some centres not stated) | -0.4%
CC(C)CNC(=O)C1CC(c2ccc(F)cc2)=NO1 (configuration not stated) | -7.1%
O=C(c1cc(-c2ccc(O)cc2)n[nH]1)N1CCOC2(CNCCOC2)C1 (configuration not stated) | -5.5%
Cc1noc([C@@H]2CN(Cc3ccncc3F)C[C@H]2C(N)=O)n1 | -3.4%

# Arranged by length of the SMILES (lowest first): part of the list above
SMILES | Pf Dd2 inh
O=C(CCc1nc2ccccc2s1)NCC1CCCCC(=O)N1 (configuration not stated) | 24.3%
CC(C)C(=O)N1CCN(C(=O)N2CC3CC(C2)[C@H]2CCCC(=O)N2C3)CC1 (some centres not stated) | 0.6%
CCOc1ccc(N(CC(=O)Nc2ccc(OC)cc2)S(=O)(=O)c2ccc(Cl)cc2)cc1 | 21.9%

# (continued)
SMILES | Pf Dd2 inh
O=C(Cc1c[nH]c2ncc(-c3cccnc3)cc12)NCCc1ccccn1 | -7.1%[44.1 µM]
Cn1cc(CN2CCNc3cc(-c4ccccc4)ncc3C2)cn1 | i
CC(C)OC(=O)c1c(NC(=O)c2cccc(C(F)(F)F)c2)sc2c1CCCC2 | 16.2%
Cc1cccc(-n2nc(-c3c(C)nc4scc(CC(=O)N5CCCC5)n4c3=O)cc2C)c1C | u
CN(Cc1ccccc1Cl)Cc1cccn1C | u
CC(C)NS(=O)(=O)c1ccc2c(c1)nc(-c1cc(C(C)(C)C)[nH]n1)n2C(C)C | u
Cc1ccc(C(=O)N2C[C@@H](Oc3cccnc3)C[C@H]2C(=O)N2CCOCC2)cn1 | 1.1%
CCOC(=O)N1CCc2c(sc3c2c(=O)n(Cc2ccccc2)c(=O)n3CC(=O)Nc2ccccc2F)C1 | u
CCOc1ccc(C(=O)N[C@H](c2ccc(OC)c(F)c2)C2CC(O)C2)o1 (some centres not stated) | -8.4%
C[C@H]1[C@@H]2[C@@H](O)C([C@H](C)C(=O)NC(C)(C)C)CC[C@@]2(C)CC[C@@H]1NC(=O)c1cccc(F)c1 (some centres not stated) | -4.7%

SMILES | Pf Dd2 inh
CN(C)c1ccc(CN[C@H]2C[C@H]3C(=O)NC[C@@H](CCC(=O)NC4CC4)N3C2)cc1 | 11.2%[44.1 µM]
O=C(NCc1ccco1)c1ccc2c(c1)N(Cc1ccc(Cl)cc1)C(=O)c1ccccc1S2(=O)=O | i
O=C(NC1CC(c2cc(=O)[nH]c(C3CC3)n2)C1)c1ccc2c(c1)CCCO2 (configuration not stated) | -20.8%
C=CCCC(CN1CCCOCC1)Oc1nccc(N(C)CC)n1 (configuration not stated) | u
CCCc1ccc(NC(=O)C2CCCN(c3cnccn3)C2)cc1 (configuration not stated) | 1.4%
CC(=O)N1CCCN(CC[C@H]2CN(C(=O)c3ccc(F)cc3)CC[C@H]2CC(=O)O)CC1 | 0.1%[44.1 µM]
Cc1cccc(NC(=O)c2oc3ccc(S(=O)(=O)N4CCCCC4)cc3c2C)c1C | u
CCn1ccc(C(=O)N2c3ccccc3CC2c2nc(C3CC3)no2)n1 (configuration not stated) | i[5.79 µM]
COc1ccc(CNCc2c(C(=O)O)c(C)n(Cc3ccccc3C)c2C)cc1OC | u
O=[S+]([O-])(c1cccs1)N1CCn2c(nnc2C2CCCNC2)C1 (configuration not stated) | -16.6%

SMILES | Pf Dd2 inh
CN(Cc1cccc(F)c1)C1CN(C(=O)OC(C)(C)C)C1 | -15.8%[44.1 µM]
Cc1nc(C)c(C(=O)N2CCC(Oc3ccc(-c4noc(C5CC5)n4)cc3)C2)s1 (configuration not stated) | i[5.79 µM]
COc1ccc(CN2C(=O)[C@@H]3C[C@@H](CN3Cc3ccccc3OC)Oc3ccccc32)cc1 | 42.3%[activator]
CN1C(=O)CCCCC1C(=O)NCCCN1CCc2ccccc2C1 (configuration not stated) | u
N#C/C(=C\c1ccc(Cl)cc1)c1nc(-c2cc3c(ccc4ccccc43)oc2=O)cs1 | 38.1%[activator]
CC(=O)Nc1cccc(-c2ccnc(-c3nnc(C)n3CCc3ccccc3)c2)c1 | 7.94µM*
C[C@@H]1CN(C(=O)c2ccc(C(F)(F)F)cc2)C[C@@]1(O)C1CC1 | u
O=C(Cc1ccsc1)N1CCC(Oc2ccccc2)C1 (configuration not stated) | i
CC(=O)Nc1ccccc1-c1c(C)nn2c1N(CCC(C)C)CCC2 | i
CC(=O)N(C)C(C)c1cccs1 (configuration not stated) | -1.3%[44.1 µM]

SMILES | Pf Dd2 inh
CCOc1ccc(CN2C[C@H](N(C)C)C[C@H]2C(=O)OC)cc1Cl | -21.1%
CNC(=O)c1noc(CN2CCCC(CCc3c(F)cccc3F)C2)n1 (configuration not stated) | -21.2%
COc1ccc(-c2cc(N3CCN(C(=O)c4ccc(C)c(F)c4)CC3)n[nH]2)cc1 | i
O=C(c1ccc2c(c1)OCO2)N1CCn2c(nnc2C2CCCNC2)C1 (configuration not stated) | 10.2%
O=c1[nH]c2ccc(NCc3ccc(-c4ccc(Br)cc4)o3)cc2[nH]1 | -17.4%
CN1CCc2c(sc(NC(=O)CSc3ccccc3)c2-c2nc3ccccc3s2)C1 | 11.2µM*
O=C(NC1CCN(c2nc3ncccc3o2)CC1)C1CC1 | 11.9%&-1.0%[44.1 µM]
Cc1cc(Br)ccc1NC(=O)CCNS(=O)(=O)c1cccc2nonc12 | 2.0%
O=S1(=O)c2ccccc2N(Cc2cccc(C(F)(F)F)c2)c2ccccc21 | u
CCOc1ccc(CNC(=O)CSc2nnc(C)c3c(C)n(-c4ccccc4)nc23)cc1 | -6.8%

SMILES | Pf Dd2 inh
COc1cccc(N2CCN(C(=O)CCSCc3ccccc3F)CC2)c1 | 22.9%
COc1ccc(CN2C=C(C(=O)OCc3noc(CC4CCCCC4)n3)C(C)=NS2(=O)=O)cc1 | u
CNCCN1C(=O)CC[C@H]2CN(c3nccc(C(F)(F)F)n3)CC[C@H]21 | -22.5%
COc1cc(NC(=O)Cn2c(-c3ccc(Cl)cc3)nc(C)cc2=O)cc(OC)c1OC | i
Cc1ccc(CNC(=O)c2cccn2-c2nnc(N3CCCC3)s2)cc1 | i
CC(CNC(=O)c1cc2cc(S(=O)(=O)N3CCCCC3)ccc2n1C)c1ccccc1 (configuration not stated) | u
Cn1cnc([S+](=O)([O-])N2CC(COc3ccccc3)C3(CN(c4ccccc4)C3)C2)c1 (configuration not stated) | -4.4%[44.1 µM]
Cc1nc(NC(=O)C2CC(=O)N(c3n[nH]c4cccc(F)c34)C2)sc1C (configuration not stated) | 1.6%
Cc1cc(NC(=O)c2ccccc2F)ccc1-c1nc2ccccc2s1 | i
O=S(=O)(c1ccc(Cl)cc1)c1nc(-c2ccccc2Br)oc1NCc1ccccc1 | 10µM*

SMILES | Pf Dd2 inh
Cc1ccc(CN2CCC(Oc3ccc4ccccc4c3)(C(=O)O)CC2)o1 | -7.5%
CCOc1ccc(CCNC(=O)C2COc3ccccc3C2)cc1OCC (configuration not stated) | 21.9%
CCS(=O)(=O)Nc1ccc(C2(C(=O)NCc3cccnc3)CCCCC2)cc1 | -18.9%
O=C(CN1C(=O)CC(c2ccco2)Sc2ccccc21)Nc1ccc(OC(F)(F)F)cc1 (configuration not stated) | -4.6%
Cc1cnc(C(=O)N2CC(N(C)Cc3cccnc3)C2)cn1 | 1.4%
O=c1c2nc(-c3ccsc3)ccc2ncn1Cc1ccccn1 | i
Cc1ccc(C)c(NC(=O)CCCn2c(C)c3cnn(-c4ccccc4)c(=O)c3c2C)c1 | -5.7%
COCC1CN(C(C)=O)CC12CCN(Cc1ccc(Cl)c(F)c1)CC2 (configuration not stated) | -19.6%
Cc1ccccc1Cn1c(=O)n(CCCCCC(=O)NCc2ccc3c(c2)OCO3)c(=O)c2sccc21 | u
O=C(Nc1ccccc1Cl)N1CCSc2ccccc21 | 15.4%

SMILES | Pf Dd2 inh
O=C(c1cccs1)N1CCCn2cc(-c3ccc4c(c3)OCO4)nc21 | -20.7%
CCc1nc(CC)n2ccn(Cc3ccccn3)c(=O)c12 | -47.7%
CC(C)(C)c1ccc(-c2nnc(-c3ccccc3NC(=O)c3cccc(C(F)(F)F)c3)o2)cc1 | 37.6%[activator]
Cc1ccc(C2Cn3nnc(-c4noc(-c5ccoc5)n4)c3CO2)cc1 (configuration not stated) | i
CCc1nc(-c2c3n(c(=O)n(Cc4cccc(Cl)c4)c2=O)CCCC3)no1 | -8.9%
CN(C)S(=O)(=O)N1CCc2c(nc3cc(-c4ccccc4)[nH]n3c2=O)C1 | i
COc1ccc(-n2ncc(C(C)NC(=O)Cc3ccc4c(c3)OCO4)c2C)cc1 (configuration not stated) | i
COc1ccc(-c2noc([C@@H]3CCCN3C(=O)Cc3ccc(C)cc3)n2)cc1OC | u
COc1ccc(-c2cc(C[C@H]3CNCC[C@H]3CC(=O)NC(C)C)no2)cc1 | i
Cc1ccc(CNC(=O)C2CCCN(C3CCN(C(=O)C4CC4)CC3)C2)cc1F (configuration not stated) | i

SMILES | Pf Dd2 inh
O=C(c1cccc(Cl)c1)N1CCC2(C1)C(=O)N(CCc1ccccc1)c1ccccc12 (configuration not stated) | 7.94µM*!
COCc1cn(C[C@H]2C[C@@H](NC(=O)c3cc(C)on3)[C@H](O)[C@@H]2O)nn1 | 3.4%[44.1 µM]
COc1cccc(/C=C/c2nc(C#N)c(NCCc3ccc(OC)c(OC)c3)o2)c1 | -1.5%
O=C(Cc1c[nH]c2ncc(-c3cccnc3)cc12)NCc1cccc(F)c1 | 6.31µM*
CCCC(=O)OCc1cnc(C)c2oc(=O)c(C(=O)Nc3ccccc3)cc12 | 39.4%[activator]
O=C(NCC1COc2ncncc2C(=O)N1Cc1ccccc1)c1cccs1 (configuration not stated) | i
Cc1cnc(C(=O)N2CCCC(c3nc(-c4ccccc4)no3)CCNC(=O)CC2)cn1 (configuration not stated) | i
COc1ccc(-c2ccnc(N[C@H]3CO[C@H]4[C@@H]3OC[C@@H]4NC(=O)CCCC(=O)O)n2)cc1 | u
COc1ccc(-c2nc(-c3c(C)noc3C)cc3cc(CN(C)C)oc23)cn1 | u
Cc1ccc(C(=O)NCCn2ccn3nc(-c4cc(C)ccc4C)cc3c2=O)cc1 | i

# Copied from the list.
# `Cc1noc(C)c1CC(=O)N1Cc2ccccc2OC2(CCN(C(=O)NC(C)C)CC2)C1` @ Pf Dd2 inh: -9.1%
# `N#C/C(=C\c1ccc(Cl)cc1)c1nc(-c2cc3c(ccc4ccccc43)oc2=O)cs1` @ Pf Dd2 inh: 38.1%[activator]

# Carrying on.
SMILES | Pf Dd2 inh
Cc1ccc(C(=O)N2CCCC(c3nc(-c4cccnc4)no3)CCNC(=O)CC2)cn1 (configuration not stated) | i
O=C(NCC1CCS(=O)(=O)C1)N1CCc2nc(-c3ccccc3)[nH]c2C1 (configuration not stated) | 6.6%
COCCNC(=O)[C@@H]1Cc2cn(Cc3ccncc3)c3cccc(c23)[C@H](CC(C)C)N1 | u
CCN(C(=O)Cn1cc(S(=O)(=O)N2CCN(c3ccccc3F)CC2)c2ccccc2c1=O)c1ccc(C)c(C)c1 | u
Cc1ccc(C(C)C)c(OCC(=O)Nc2ccc3c(c2)nc(CCNC(=O)c2ccco2)n3C)c1 | -21.2%
COc1ccccc1CC(=O)N1CCN(C2CCN(C)C2=O)CC1 (configuration not stated) | 32.3%[activator]
CCCC(=O)OCc1cnc(C)c2oc(=O)c(C(=O)Nc3ccc(F)cc3C)cc12 | 15.5%[5.79 µM]
CC(C)C1=NOC2(CCN(Cc3ccccc3)C2)C1 (configuration not stated) | u
COc1ccc(CCNc2nc3ccccc3c3nc(-c4cccc(C)c4)nn23)cc1OC | u
O=C(NCc1ccc(-c2ncon2)cc1)[C@H]1CCC[C@@H](O)C1 | -3.1%
COc1cc(OC)cc(-c2nc3nc(C)c(CCC(=O)Nc4ccc(C)c(C)c4)c(C)n3n2)c1 | 17.3%
